ADAM17 inh: ADAM17 inhibitors, primary screen, biochemical, QFRET. Disintegrin and metalloproteinase domain-containing protein 17 (Homo sapiens), P78536. recombinant ADAM17, EDANS/DABCYL FRET peptide cleavage. inhibition, % at 6.95 µM. actives 0.83% (n = 370,000). AID 720648, 2013;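 active = inhibition above the mean of compounds lying between control limits plus 3 SD, set per campaign, cut at about 8.5% in these data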;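 note: 0% = DMSO-only wells as the low control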
PLCg1 inh: PLC-gamma1 enzyme inhibitors, primary screen, biochemical, fluorescence, purified enzyme | AID 720700, 2013 | inhibition, % at 12.2 µM | fluorogenic substrate | actives 0.84% (n = 370,000) | 1-phosphatidylinositol 4,5-bisphosphate phosphodiesterase gamma-1 (Homo sapiens), P19174; in the data active = inhibition above about 9.5%
DDE Tn7 FP inh: inhibitors of Tn7 peptide binding to fibrin DD(E), primary screen, biochemical, fluorescence polarization, human fibrin, Tn7 probe | FP displacement of FITC-Tn7 peptide from fibrin DD(E); 0% = median of compound wells per plate | inhibition, % at 8.3 µM | actives 0.13% (n = 370,000);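 active = inhibition above the mean of compounds falling within the control limits plus 3 SD of them, cut at about 14% in these data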;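 note: 0% = plate median of compound wells and 100% = 10 µM Aha-Tn7 peptide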
Target sequence (P02675 whole entry, looked up): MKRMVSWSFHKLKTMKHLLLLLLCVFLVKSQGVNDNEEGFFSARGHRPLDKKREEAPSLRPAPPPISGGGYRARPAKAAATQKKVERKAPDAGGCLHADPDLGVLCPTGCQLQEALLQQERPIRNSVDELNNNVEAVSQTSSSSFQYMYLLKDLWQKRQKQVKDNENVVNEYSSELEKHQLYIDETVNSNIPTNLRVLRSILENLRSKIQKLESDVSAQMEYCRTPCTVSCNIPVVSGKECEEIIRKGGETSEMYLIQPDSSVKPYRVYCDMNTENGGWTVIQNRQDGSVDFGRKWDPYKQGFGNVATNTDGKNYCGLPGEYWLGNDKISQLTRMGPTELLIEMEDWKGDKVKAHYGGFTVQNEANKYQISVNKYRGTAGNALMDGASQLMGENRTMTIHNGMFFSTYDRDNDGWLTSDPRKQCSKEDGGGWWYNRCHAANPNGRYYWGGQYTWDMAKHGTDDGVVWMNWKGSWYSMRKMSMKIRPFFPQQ
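Assay system: Human fibrin DD(E) protein | Medium: Tris buffer with calcium and detergent, pH 7.8 | Reagent: 0.1 µM fluorescent Tn7 | Compound dosing: Single point at 8.3 µM | Times: 10 min preincubation, 3 h with tracer, room temperature | Detection: Fluorescence polarization of the labelled Tn7 tracer | Controls: Aha-Tn7 high control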
LEDGF integ inh: blockers of LEDGF/p75-dependent integrase strand transfer – biochemical, TR-FRET, high throughput, primary screen; HIV-1 integrase (with human LEDGF/p75); TR-FRET IN-LEDGF/p75 DNA integration, Eu/Cy5; inhibition, % at 3.7 µM; actives 0.64% (n = 370,000);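 active = inhibition above the screen-wide mean plus 3 SD, cut at about 13% in these data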;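 note: signal is the Cy5 over europium emission ratio at 671 and 618 nm; 0% = plate median of compound wells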
DDE Tn6 FP inh: inhibitors of Tn6 peptide binding to fibrin DD(E), primary screen, biochemical, fluorescence polarization, human fibrin, Tn6 probe. Fibrinogen beta chain (Homo sapiens), P02675. Fibrin DD(E) TRITC-Tn6 fluorescence polarization displacement. inhibition, % at 8.3 µM. actives 0.21% (n = 370,000). AID 720509, 2013;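 active = inhibition above a per-campaign cutoff: mean of compounds within control limits plus 3 SD, cut at about 15% in these data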;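 note: 0% = median of all compound wells on the plate and 100% = blocking peptide control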
TDP2 absorb: human TDP2 enzyme inhibitors, primary screen, biochemical, epi absorbance, recombinant enzyme | Tyrosyl-DNA phosphodiesterase 2 (Homo sapiens), O95551 | T5PNP hydrolysis, p-nitrophenol absorbance 415 nm | inhibition, % at 12.8 µM | actives 0.34% (n = 370,000) | AID 720702, 2013;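 active = inhibition above the mean of all tested compounds plus 3 SD, set per campaign, cut at about 25% in these data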;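 note: 0% = DMSO with enzyme and 100% = buffer with substrate but no TDP2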
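System: recombinant human TDP2 / Amount: 120 nM TDP2 per well / Also added: 5 mM T5PNP chromogenic substrate / Doses: 12.8 µM single point, 1% DMSO / Incubation: 2 h at 37 °C / Detection: p-Nitrophenol epi absorbance / Evaluation: % inhibition relative to enzyme-containing and enzyme-free wells / Repeats: singlicate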
ASAP1 inh: inhibitors of human ASAP1 ArfGAP activity, primary screen, biochemical, fluorescence polarization | inhibition, % at 16.5 µM | ASAP1-stimulated ARF1 GTP hydrolysis, GDP FP detection | Arf-GAP with SH3 domain, ANK repeat and PH domain-containing protein 1 (Homo sapiens), … | AID 624377, 2012 | actives 0.19% (n = 360,000); in the data active = inhibition above about 25%;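 note: 0% = vehicle with enzyme and substrate and 100% = no enzyme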
KLK7 zymogen act: proKLK7 zymogen activators, primary screen, biochemical, fluorescence intensity; Kallikrein-7 (Homo sapiens), P49862; purified proKLK7, EDANS-DABCYL substrate fluorescence; 100% is mature enzyme control, 0% vehicle; activation, % at 7 µM; actives 0.9% (n = 370,000);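 active = activation above the mean of all tested compounds plus 3 SD, computed per campaign excluding outliers beyond control limits, cut at about 13% in these data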
Target sequence (P49862 whole entry, looked up): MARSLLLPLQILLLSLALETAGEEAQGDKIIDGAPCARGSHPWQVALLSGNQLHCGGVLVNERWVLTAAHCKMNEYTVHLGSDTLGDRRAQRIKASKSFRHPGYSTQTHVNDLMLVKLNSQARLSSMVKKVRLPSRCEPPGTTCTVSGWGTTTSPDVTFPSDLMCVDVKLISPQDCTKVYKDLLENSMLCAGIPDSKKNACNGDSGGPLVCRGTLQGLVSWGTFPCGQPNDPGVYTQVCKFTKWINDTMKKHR
ADAM10 inh: human ADAM10 inhibitors, primary screen, biochemical, QFRET, HTS | Disintegrin and metalloproteinase domain-containing protein 10 (Homo sapiens), O14672 | recombinant ADAM10, EDANS/DABCYL FRET peptide cleavage, 3 h | inhibition, % at 7 µM | actives 0.62% (n = 370,000);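 active = inhibition above a per-campaign cutoff equal to the mean of compounds falling between control-based bounds plus 3 SD, cut at about 20% in these data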;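 note: 0% = DMSO wells while the 100% control is not disclosed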
ARFGAP1 inhibitor: inhibitors of rat ARFGAP1 GAP activity, primary screen, biochemical, fluorescence polarization, GDP tracer. Arfgap1-stimulated ARF1 GTP hydrolysis, GDP FP detection. actives 0.26% (n = 360,000). inhibition, % at 16.5 µM;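 active = inhibition above a per-plate limit, mean inhibition of low control wells plus 3 SD, cut at about 25% in these data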;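 note: 0% = DMSO wells with enzyme and 100% = wells lacking Arfgap1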
Target sequence (Q62848 1-136 limits assumed): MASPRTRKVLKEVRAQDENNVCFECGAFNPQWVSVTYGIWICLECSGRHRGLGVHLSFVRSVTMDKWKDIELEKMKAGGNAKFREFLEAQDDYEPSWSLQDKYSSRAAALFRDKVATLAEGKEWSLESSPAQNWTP
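Assay system: Rat Arfgap1 GAP domain (His6, aa 1-136), purified enzyme | Buffer or medium: HEPES 25 mM pH 7.5, NaCl 150 mM, MgCl2, DTT | Schedule: GTP hydrolysis reaction 2 h at 25 °C | Signal: FP of antibody-bound GDP Alexa 633 tracer, ex 620/em 688 nm | Measure: Percent inhibition of Arfgap1-stimulated GTP hydrolysis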
* hit, by the source's call; · = no result given. Rows are unselected; overall some 4.2% were active at least once.

KLK7 zymogen act	PLCg1 inh	LEDGF integ inh	DDE Tn7 FP inh	ARFGAP1 inhibitor	ASAP1 inh	DDE Tn6 FP inh	ADAM10 inh	TDP2 absorb	ADAM17 inh	compound
-0.1	0	-4	-4	-5	-2	1	-2	-1	0	CC(C)CN(C(=O)COC(=O)CCc1c[nH]c2ccccc12)C1CCS(=O)(=O)C1 (stereo not drawn)
-0.4	-3	3	-4	11	18	4	-2	2	-2	CCOC(=O)CSc1nnc(Cc2ccccc2)n1Cc1ccco1
0.4	2	0	4	-1	7	8	4	9	-2	CCOC(=O)c1[nH]c(C)c(/C(O)=C2\C(=O)C(=O)N(CCCn3ccnc3)C2c2ccncc2)c1C (stereo not drawn)
0.3	1	0	-9	·	·	-6	8	3	4	COc1cccc(/C=C2\CC3(OC(=O)c4ccccc4)CCCN2C3)c1 (stereo not drawn)
1.6	-24	1	-5	-2	3	-8	-119	1	-34	COc1ccccc1NS(=O)(=O)c1cc(N)ccc1N1CCCC1
-0.4	-6	3	4	-7	-2	-8	-26	-7	-11	CSc1ccc(/C=C/C(=O)OCC(=O)N2CCN(c3ccccc3)CC2)cc1
-0.1	1	1	3	-3	-6	2	-4	-4	-2	Cc1ccc2nc(COC(=O)CNC(=O)c3ccccc3)cn2c1
0.2	2	2	-2	4	1	-6	-3	12	-1	COc1ccc(-c2cc(C(=O)NC3CCCC3)no2)cc1
0.1	-1	-4	-1	-8	0	6	-2	-12	-2	Cc1ccccc1NC(=O)CC(=O)c1ccccc1
0.1	0	1	1	20	-6	-7	-2	-9	1	CCc1cccc(OCC(=O)Nc2cc(Cl)ccc2-n2cncn2)c1
0.0	2	1	1	-7	0	-3	-4	4	0	CC(=O)C1CN(S(=O)(=O)c2ccc(C)cc2)C(c2ccccc2)CC1C (stereo not drawn)
-0.4	1	0	-2	0	-8	-12	-2	8	-3	COc1ccc(/C=N/OCC(=O)N2CCCC2)c(OC)c1
-0.9	-96	-3	1	8	-2	-8	-19	-3	-2	COC(=O)c1ccc2nc(-c3ccc(OC)c(OC)c3)c(Cc3ccc(OC)cc3C)n2c1
0.2	-1	3	-3	14	1	-5	0	0	-5	O=C(CCNC(=O)c1ccccc1)NNC(=O)COc1ccccc1Cl
-0.4	1	-2	0	7	2	-8	0	8	0	O=C(Nc1ccc(N2C(=O)C3C4C=CC(C4)C3C2=O)cc1Cl)c1cccs1 (stereo not drawn)
-0.6	-2	0	4	-3	8	12	7	-5	-1	CC(C)(C)C(=O)Nc1ccc(-c2cn3ccsc3n2)cc1
-0.1	-7	0	-3	4	-5	-5	1	-9	-2	CCN(c1ccccc1)S(=O)(=O)c1cc(C(=O)NCc2ccco2)ccc1C
0.6	6	4	-3	-1	-17	3	-1	9	3	Cc1ccc(-c2nnc(SCC(=O)N/N=C/c3ccc(C)s3)n2-c2ccc(C)cc2)cc1
0.1	3	1	-5	-2	-1	5	1	-2	1	CC1(C)Cc2cccc(OCC(=O)Nc3cc(C(F)(F)F)ccc3N3CCOCC3)c2O1
0.2	1	-1	2	6	-4	14	0	1	-1	Nc1ccccc1SCC(=O)N1CCc2ccccc21
-0.1	5	2	-5	5	10	3	9	-12	8	O=C1CC2CS(=O)(=O)CC2N1c1ccc(Oc2ccccc2)cc1 (stereo not drawn)
-0.2	3	-2	-8	4	4	10	-8	-7	2	CCN(C(=O)CSc1nnc(-c2ccccc2Cl)n1N)c1c(N)n(Cc2ccccc2)c(=O)[nH]c1=O
-0.4	0	1	-5	0	-2	-3	11	0	-2	CCOC(=O)c1oc2ccccc2c1NC(=O)c1ccc(S(=O)(=O)N2CCCC2)cc1
0.6	2	7	-11	-2	-12	-3	4	-8	6	O=c1c2ccccc2nc(-c2ccccc2)n1Cc1ccccc1
-1.0	-21	1	1	-7	2	7	-29	0	-4	CC(C)c1ccc(NC(=O)COC(=O)c2cc(=O)[nH]c3ccccc23)cc1
-0.2	-2	0	8	-1	-17	3	-17	-3	-3	OC1Cc2ccccc2C1Nc1cccc(C(F)(F)F)c1 (stereo not drawn)
0.2	6	1	-6	-12	-9	-6	7	-10	0	Cc1cccc(NC(=O)Cn2cc([N+](=O)[O-])cn2)n1
-0.1	1	3	2	-2	1	-6	-11	1	-4	O=C(CC1C[C@H](C(=O)N2CCCCC2)[C@@]2(CCc3ccccc3)c3[nH]c4ccccc4c3CCN2C1=O)NCCc1ccccn1 (stereo partly drawn)
-0.7	0	1	3	-1	2	1	-8	6	-5	C[C@H](NC(=O)C[C@@H]1C[C@@H]2c3cc(NC(=O)C4CCC4)ccc3O[C@@H]2[C@@H](CO)O1)c1ccccc1
-0.8	-3	-2	-2	-5	9	1	1	-13	0	COc1ccc(-n2nc(C(=O)NCC(=O)NCc3ccco3)c3ccccc3c2=O)c(OC)c1

Additional structures follow:
KLK7 zymogen act	PLCg1 inh	LEDGF integ inh	DDE Tn7 FP inh	ARFGAP1 inhibitor	ASAP1 inh	DDE Tn6 FP inh	ADAM10 inh	TDP2 absorb	ADAM17 inh	compound
0.4	1	-1	1	-6	5	-2	15	12	5	O=c1c2ccccc2nc(SCc2nnc(-c3ccccc3Br)o2)n1Cc1ccco1
-0.8	2	2	1	1	4	3	2	-11	-1	COc1c(C(=O)NNC(=O)c2ccccc2)csc1Br
-0.2	5	7	0	18	-3	-5	-10	-3	-6	CCCNCC(=O)Nc1sc2c(c1C(=O)Nc1c(C)n(C)n(-c3ccccc3)c1=O)CCCC2
-0.1	1	-1	-4	-2	-3	-4	7	-8	1	CSCCC(NC(=O)c1ccc([N+](=O)[O-])cc1Cl)C(=O)OCC(=O)NC(=O)CN1CCCC1=O (stereo not drawn)
-0.2	-3	-4	2	1	-9	-3	4	-4	0	O=C(CSc1nc(-c2ccc(F)cc2)cc(C(F)(F)F)n1)Nc1ccc2c(c1)OCO2
0.6	0	-5	2	4	2	-6	1	6	-3	CCOC(=O)[C@H]1[C@H]2COc3ccc(C)cc3[C@@H]2N2C(=O)c3ccc(F)cc3NC(=O)[C@@]12C
1.0	13*	3	-9	7	-3	-12	7	-2	4	COc1ccc(OC)c(CN2CCN(C(=O)c3cccc4ccccc34)CC2)c1
-0.2	-18	1	-6	2	7	1	2	11	-1	COc1ccccc1C1CC(c2ccc(Cl)cc2)Nc2ncnn21 (stereo not drawn)
-0.6	-27	-1	-1	2	12	0	0	-11	-1	CN(C)c1cccc(C(=O)Nc2cccc(F)c2)c1
-0.2	-73	-2	2	4	0	-2	-98	10	-27	CCCCn1nc2cc(C(=O)NCc3cc(C(F)(F)F)cc(C(F)(F)F)c3)ccc2c1OC
-0.8	4	2	-6	-8	6	4	4	8	-3	Cc1ccc(CNCCCSc2ncccn2)cc1
-0.3	3	1	-3	0	-11	-2	2	-4	2	COc1ccc(C(=O)NN2C(=O)C3CCC(C)(C2=O)C3(C)C)cc1 (stereo not drawn)
-0.3	0	3	-3	10	6	-1	4	10	-1	CCn1cc(C(C)NC(=O)Nc2ccc3c(c2)OCO3)c(C)n1 (stereo not drawn)
0.1	5	1	-10	-10	8	3	4	-34	1	O=C(c1nc2ccc(Cl)cn2c1CN1CCCC(CO)C1)N1CCc2ccccc2C1 (stereo not drawn)
-0.1	-71	-1	-2	4	-4	-1	-3	-11	1	O=C(Nc1sc2c(c1C(=O)O)CCC2)c1ccco1
0.5	-3	2	2	1	7	12	-4	-6	-1	O=S(=O)(Nc1ccc(S(=O)(=O)N2CCCCC2)cc1)c1ccc(Br)s1
0.6	4	-2	0	-3	15	5	6	-18	3	CCNC(=O)c1sccc1-n1cccc1
0.0	2	-4	1	-7	-2	3	-3	1	2	CN(Cc1cccc(C(F)(F)F)c1)C(=O)C1CCC(=O)N(CC2CCCCC2)C1 (stereo not drawn)

Screening data: PubChem, The Scripps Research Institute Molecular Screening Center
